RGS4 inh – human RGS4 inhibition; P49798; Transcreener GDP fluorescence polarization, RGS4-accelerated GTP hydrolysis; Potency, µM (highest dose often 114 µM), without a hit: at the highest dose activity change, negative = inhibition, actives largely listed as inhibitors; 390,000 compounds, 0.039% hits; AID 504845; also: potency is read from the fitted curve at half-maximal effect; % is scaled to controls: 0 for no effect and ±100 for the full control effect; nearly all actives have a fitted effect of over 75% in size; some results filed as inactive show a strong effect at the top dose
Target sequence (P49798 whole entry, looked up): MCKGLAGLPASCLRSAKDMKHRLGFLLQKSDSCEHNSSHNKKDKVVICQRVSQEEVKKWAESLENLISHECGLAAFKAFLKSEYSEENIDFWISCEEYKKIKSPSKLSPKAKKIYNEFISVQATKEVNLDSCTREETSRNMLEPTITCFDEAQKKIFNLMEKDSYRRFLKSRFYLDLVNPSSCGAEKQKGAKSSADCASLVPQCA
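MLSMR compounds (23 nl, pin-transferred) preincubated 10 min at room temperature with a 500nM (2x) first reagent, then RGS4 at 900nM (2x) plus Transcreener GDP mix added; fluorescence polarization (620/688 nm) read before and after 90 min at 30 °C.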
LDHA inh – inhibitors of human lactate dehydrogenase A. purified LDHA, NADH/diaphorase-resazurin fluorescence; hits give low values. 480,000 compounds, 0.15% hits. activity change, % (values are at about 110 or 230 µM). P00338; in the data active = activity change below about -30%; inconclusive = mostly about -25% to -30%;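 also: plate controls were DMSO wells for no effect and wells without enzyme for full effect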
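Enzyme activity of human lactate dehydrogenase 5 (2 nM; 0.06 mM NADH, 0.2 mM pyruvate, 5 min, RT) is measured via a resazurin/diaphorase fluorescence readout of residual NADH.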
POLB inh – inhibitors of human DNA polymerase beta; Pol beta primer extension/strand displacement, fluorescence kinetic; Potency, µM (doses to about 114 µM), inactives show at the highest dose activity change, negative = inhibition, actives largely listed as inhibitors; 340,000 compounds, 1.3% hits; AID 485314; also: potency is read from the fitted curve at half-maximal effect; % is scaled to controls: 0 for no effect and ±100 for the full control effect
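Reaction started by 50 nM substrate onto compound-treated Pol beta (10 nM, 15 min preincubation, room temperature); plates read at 0 min and 10 min. Normalized concentration-effect data fitted by four-parameter Hill equation.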
ERG-DNA inh – blocks human ERG Ets domain binding to DNA; 370,000 compounds, 0.028% hits; fluorescence polarization, His-ERG Ets domain / labelled DNA; Potency, µM (highest dose often 76.9 µM), inactives show at the highest dose FP activity, negative = inhibition, hits mostly inhibitors; AID 624246; active = well fitted inhibition curve with a large enough effect in the polarisation, with a control signal flat; inconclusive = small, poorly fitted or top-dose-only effect, or effect the other way, or a change in a side signal; inactive = no such curve, though single readings can be large or run the other way; the % refers to the polarisation;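 also: polarization taken with two DNA probes labelled with fluorescein and Texas red; potency is read from the fitted curve at half-maximal effect; % of control where 0% means no effect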
Target sequence (P11308 whole entry, looked up, the tested form may be a part): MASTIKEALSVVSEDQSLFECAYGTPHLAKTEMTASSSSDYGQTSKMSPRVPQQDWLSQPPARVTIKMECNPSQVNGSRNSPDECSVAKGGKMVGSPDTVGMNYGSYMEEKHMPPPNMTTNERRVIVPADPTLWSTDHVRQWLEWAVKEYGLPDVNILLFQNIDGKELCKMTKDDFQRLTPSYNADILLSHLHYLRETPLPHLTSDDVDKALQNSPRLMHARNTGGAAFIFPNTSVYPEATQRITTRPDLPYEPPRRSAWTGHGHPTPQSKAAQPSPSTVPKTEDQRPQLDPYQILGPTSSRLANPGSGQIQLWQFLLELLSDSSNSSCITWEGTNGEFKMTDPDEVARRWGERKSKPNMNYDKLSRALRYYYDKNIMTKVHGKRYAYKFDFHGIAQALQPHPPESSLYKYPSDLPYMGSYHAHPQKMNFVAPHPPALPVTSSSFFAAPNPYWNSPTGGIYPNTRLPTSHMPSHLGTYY
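His-tagged ERG Ets domain (1 uM in the protein solution; 300mM KCl, 50mM Tris-HCl, 1mM EDTA, 1mM DTT, pH 7.5) received compound, then a probe mix of 5 nM fluorescein-DNA and 100nM Texas-615-DNA. Fluorescence polarization was read for both dyes.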
Apoferritin bind – binds horse apoferritin like a general anesthetic | P02791 | apoferritin/1-aminoanthracene competitive binding, fluorescence | Potency, µM (doses to about 77.5 µM), without a hit: top-dose activity change, negative = displacement, actives largely listed as inhibitors | 350,000 compounds, 0.074% hits | AID 485281; also: potency is read from the fitted curve at half-maximal effect; % is scaled to controls: 0 for no effect and ±100 for the full control effect; nearly all actives have a fitted effect of over 20% in size
Target sequence (P02791 2-175 limits assumed): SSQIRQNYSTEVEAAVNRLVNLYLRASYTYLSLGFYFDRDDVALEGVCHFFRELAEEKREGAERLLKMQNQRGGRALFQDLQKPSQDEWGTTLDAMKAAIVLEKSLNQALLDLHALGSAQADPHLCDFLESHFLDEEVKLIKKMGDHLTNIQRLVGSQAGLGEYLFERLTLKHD
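Concentration-response curves derived by four-parameter Hill fitting of normalized fluorescence, where compounds displaced 1-AMA from 10 uM horse apoferritin following a brief 10 min room-temperature incubation; propofol titration acted as positive control.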
Pol kappa inh – DNA polymerase kappa (human) inhibition; purified Pol kappa, fluorescent DNA synthesis assay, 10 min; Q9UBT6; 400,000 compounds, 0.53% hits; Potency, µM (highest dose often 107 µM), for the others: top-dose activity, negative = inhibition, hits mostly inhibitors; also: potency is read from the fitted curve at half-maximal effect; % is scaled to controls: 0 for no effect and ±100 for the full control effect
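Readout: fluorescence, taken kinetically at 0 and 10 min. Conditions: 10 nM Pol kappa, 15 min RT compound preincubation, 50 nM substrate final. Controls: enzyme-free buffer wells.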
APEX1 inh – inhibitors of human APE1 endonuclease. P27695. Potency, µM (doses to about 65.8 µM), inactives show at the top dose activity change, negative = inhibition, hits mostly inhibitors. recombinant APE1, TAMRA/BHQ-2 abasic DNA cleavage fluorescence. 350,000 compounds, 0.35% hits;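 also: potency is read from the fitted curve at half-maximal effect; plate controls were vehicle for no effect and reference inhibitor for full effect; nearly all actives have a fitted effect of over 55% in size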
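Kinetic fluorescence read (525 ex/598 em nm, three reads 60 s apart) of AP-site incision; signal = third minus first read. Enzyme 0.75 nM, dual-labelled THF duplex 50 nM, compound preincubation 15 min RT.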
Pol eta inh – DNA polymerase eta (human) inhibition; recombinant Pol eta, fluorescent DNA replication assay; Potency, µM (doses to about 114 µM), for inactives: at the top dose activity change, negative = inhibition, most hits filed as inhibitors; 390,000 compounds, 1.2% hits; also: potency is read from the fitted curve at half-maximal effect; % is scaled to controls: 0 for no effect and ±100 for the full control effect
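Pol eta at 10 nM preincubated with compounds 15 min at room temperature; reaction started with fluorescent substrate (50 nM final) and read kinetically at 0 and 10 min.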
ALOX12 inh – ALOX12 (human) lipoxygenase inhibition; P18054; purified 12hLO, xylenol orange hydroperoxide absorbance; Potency, µM (top dose mostly 108 µM), inactives show top-dose activity change, negative = inhibition, most hits filed as inhibitors; 580,000 compounds, 1.1% hits; AID 1671190; also: potency is read from the fitted curve at half-maximal effect; % is scaled to controls: 0 for no effect and ±100 for the full control effect
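Purified human 12hLO at 150 nM in 25 mM Hepes, 0.01% Triton X-100, pH 7.0, preincubated 15 min at room temperature with compound. Reaction started with 40 uM arachidonic acid, 30 min at room temperature. Hydroperoxide measured by Fe-xylenol orange, 573/405 nm absorbance ratio.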
* = called active by the depositor; ? = inconclusive; nt = not tested or not shown; [ ] = dose if it differs, or a comment. Unless noted, calls follow the shape of the dose curve; as a rule, active = well fitted curve in the direction sought with a large enough effect; inconclusive = small, poorly fitted or top-dose-only effect, or another doubt; inactive = no such curve, though single readings can be large; an effect the other way counts as inactive or inconclusive. These rows are one share of the data. The share of hits here may be higher or lower than overall.

SMILES | RGS4 inh | LDHA inh | POLB inh | ERG-DNA inh | Apoferritin bind | Pol kappa inh | APEX1 inh | Pol eta inh | ALOX12 inh
CCN(CC)S(=O)(=O)c1ccc(N2CCCC2)c(C(=O)OCC(=O)N2CCCC2)c1 | -18% | 0 | 14% | 15% | -13% | 5% | -3% | -9% | 0%
CCCN1C(=O)C2C(C(=O)Nc3cccc(OC)c3)C3C=CC2(O3)C1C(=O)NC1CCCCC1 (centres undefined) | 22% | 3 | 27% | 1% | -8% | -10% | -2% | 1% | 0%
COc1ccc(-c2nc3sc(CCNC(=O)C(=O)Nc4cc(C)cc(C)c4)c(C)n3n2)cc1 | 11% | 6 | -1% | 4% | -5% | -11%[60.1 µM] | nt | -17% | ?
O=C(c1cccs1)N1CCN(S(=O)(=O)N2CCCCC2)CC1 | -28% | 1 | 4% | 0% | 12% | 2% | 13% | -14% | ?
COc1ccccc1C(=O)N1c2ccccc2C(C)(c2ccc(Cl)cc2)CC1(C)C (centres undefined) | 4% | -1 | 0% | -7% | 66%[activator] | -20% | nt | -19% | -22%
CCOCCCNC(=O)c1cc(C)nn1-c1ccccc1 | 0% | -5 | 0% | -10% | -3% | -15% | -2% | ? | 28%[57.4 µM]
O=C(CSc1oc(-c2ccco2)nc1S(=O)(=O)c1ccc(Cl)cc1)Nc1ccc(F)cc1 | -17% | -1 | ? | 2% | -15% | 2% | nt | -13% | ?
C[C@@H]1CCC[C@H](C)N1 | nt | nt | nt | nt | 4%[29.3 µM] | -8%[12 µM] | -1%[21 µM] | nt | -7%[22.9 µM]
O=C(CCNS(=O)(=O)c1ccc(Cl)cc1)OCC(=O)N1CCN(C(=O)c2ccco2)CC1 | -5% | -1 | nt | -12% | nt | 1% | 22% | -11% | ?
CCC(C(=O)NCc1ccccc1)n1nc(C)c2sc3ccccc3c2c1=O (centres undefined) | -14% | 1 | 0% | -2% | -11% | 3% | nt | -18% | -10%
Cc1cnc(C(=O)OCC(=O)c2c(N)n(CC(C)C)c(=O)n(C)c2=O)cn1 | 1% | -5 | nt | 0% | nt | -8% | -2% | -5% | -24%
Cc1ccc(NC(=O)CSc2nnc(-c3ccc(S(=O)(=O)N4CCCC4)cc3)o2)cc1C | -44% | -2 | -1% | 2% | -21% | -13% | 0% | -14% | ?
Cc1ccn2c(NC(C)(C)C)c(-c3cccs3)nc2c1 | -54% | -3 | 25% | -6% | -2% | -5% | -3% | -14% | 20%
CN(Cc1ccco1)C(=O)Cn1ncc2c([nH]c3ccccc32)c1=O | 1% | -11 | 7% | 3% | 1% | -17% | 28% | -1% | 0%
CCc1cccc2c(/C=N/NC(=O)c3cccc(S(=O)(=O)Nc4ccccc4Cl)c3)c[nH]c12 | -32% | -3 | -25% | 1% | -6% | -13% | -9% | ? | -1%
CCOC(=O)Cc1csc(NC(=S)NC(=O)c2ccccc2Br)n1 | -14% | -7 | -2% | -2% | 1% | -18% | 2% | -14% | -16%
C=C(C)Cn1c(SCC(=O)N/N=C/c2ccccc2OCC(=O)O)nnc1-c1ccc(Br)cc1 | 28% | -14 | -3% | -2% | 9% | -6% | 3% | 0% | ?
CCn1c(=O)c2sccc2n2c(CCC(=O)N3CCN(c4ccc(C(C)=O)cc4)CC3)nnc12 | 9% | -12 | 34%[activator] | 17% | 2% | -5% | nt | -6% | 0%
CSc1ncc(C(=O)Nc2cccc(C)c2C)c(C)n1 | -7% | -7 | 23% | -3% | 3% | -20% | -10% | -2% | 0%
CC1=CC(C)(C)Nc2ccc(Cc3ccc4c(c3)C(C)=CC(C)(C)N4)cc21 | -25% | 6 | 2% | -1% | -3% | -8% | 1% | -20% | ?
CCOc1ccc(C2c3[nH]c4ccccc4c3CCN2C(=O)CCC2CCCC2)cc1 (centres undefined) | -39% | 3 | -15% | 9% | 34%[activator] | -5%[60.1 µM] | nt | -17% | 0%
COc1cc(S(=O)(=O)N2CCC(C(N)=O)CC2)c(C)cc1C | 28% | -9 | 7% | nt | 6% | -8% | -4% | 1% | -1%
Cc1ccc(C(=O)N2CCN(c3ccc(NC(=O)Cc4ccccc4)cc3)CC2)cc1 | -12% | -7 | 4% | 4% | -9% | 0% | 4% | -15% | -11%
NNC(=O)c1ccc(Oc2cc(Cl)cc(Cl)c2)o1 | -19% | 0 | 3% | 3% | ? | 0% | -1% | -3% | 57%[activator]
COc1ccccc1CC(=O)Nc1cccc(C(=O)Nc2nccs2)c1 | 12% | -7 | 6% | 0% | -3% | -2% | -5% | 24% | 124%[activator]

Just APEX1 inh, ERG-DNA inh and LDHA inh (four entries from above):
Molecule | APEX1 inh | ERG-DNA inh | LDHA inh
O=C(CCNS(=O)(=O)c1ccc(Cl)cc1)OCC(=O)N1CCN(C(=O)c2ccco2)CC1 | 22% | -12% | -1
CCC(C(=O)NCc1ccccc1)n1nc(C)c2sc3ccccc3c2c1=O (centres undefined) | nt | -2% | 1
Cc1cnc(C(=O)OCC(=O)c2c(N)n(CC(C)C)c(=O)n(C)c2=O)cn1 | -2% | 0% | -5
Cc1ccc(NC(=O)CSc2nnc(-c3ccc(S(=O)(=O)N4CCCC4)cc3)o2)cc1C | 0% | 2% | -2

Some of these compounds in order of heavy-atom count, ascending:
SMILES | RGS4 inh | LDHA inh | POLB inh | ERG-DNA inh | Apoferritin bind | Pol kappa inh | APEX1 inh | Pol eta inh | ALOX12 inh
Cc1ccn2c(NC(C)(C)C)c(-c3cccs3)nc2c1 | -54% | -3 | 25% | -6% | -2% | -5% | -3% | -14% | 20%
Cc1ccc(C(=O)N2CCN(c3ccc(NC(=O)Cc4ccccc4)cc3)CC2)cc1 | -12% | -7 | 4% | 4% | -9% | 0% | 4% | -15% | -11%
CCCN1C(=O)C2C(C(=O)Nc3cccc(OC)c3)C3C=CC2(O3)C1C(=O)NC1CCCCC1 (centres undefined) | 22% | 3 | 27% | 1% | -8% | -10% | -2% | 1% | 0%

Back to the main list with the 2 entries that preceded the break.
SMILES | RGS4 inh | LDHA inh | POLB inh | ERG-DNA inh | Apoferritin bind | Pol kappa inh | APEX1 inh | Pol eta inh | ALOX12 inh
NNC(=O)c1ccc(Oc2cc(Cl)cc(Cl)c2)o1 | -19% | 0 | 3% | 3% | ? | 0% | -1% | -3% | 57%[activator]
COc1ccccc1CC(=O)Nc1cccc(C(=O)Nc2nccs2)c1 | 12% | -7 | 6% | 0% | -3% | -2% | -5% | 24% | 124%[activator]
COCCOC(=O)C1=C(C)OC(N)=C(C#N)C1c1ccc2c(c1)OCO2 (centres undefined) | -1% | 3 | 4% | 8% | -4% | -7% | 0% | 0% | ?
Cc1ccc(NC(=O)CCN2C(=O)NC3(CCCC3)C2=O)cc1 | 17% | -9 | nt | -6% | nt | -11% | 33% | -11% | ?
Cc1ccn2c(C(=O)NN=C3CCCCCCC3)c(C)nc2c1 | 14% | -12 | 0% | 2% | -4% | 3% | 2% | -1% | 2%
O=C(O)C1(P(=O)(c2ccc(Cl)cc2)c2ccc(Cl)cc2)CC1 | -9% | -5 | 13% | -8% | -9% | -3% | 26% | -20% | -11%
Cc1ccc(OCCCC(=O)ON=C(N)c2ccccc2C)cc1 | 10% | -3 | nt | -10% | nt | -9% | -2% | -2% | 291%[activator]
COc1ccc(C(=O)OCC(=O)NCCCc2ccccc2)c(OC)c1 | 14% | -6 | 14% | -10% | 1% | -18% | 0% | -20% | ?
COc1cc(-c2nc3c4ccccc4nc(=S)n3[nH]2)cc(OC)c1OC | -27% | -5 | 1% | -4% | 2% | -8% | -10% | ? | ?
Cc1nnsc1-c1nnc(SCC(=O)c2ccc(F)cc2)n1C1CC1 | 1% | -1 | 0% | 0% | -3% | -11% | ? | 3% | -32%
CC(C)NC(=S)N/N=C1\CCCCC1C1CCCCC1 (centres undefined) | -36% | 3 | 4% | -3% | 1% | -3% | 4% | -22% | 22µM*
CC(C)(C)NC(=O)CN(C(=O)C(=O)Nc1ccc2c(c1)OCCO2)C1CCCC1 | -7% | -1 | 14% | 1% | -3% | -4% | -14% | -10% | 1%
COc1ccc(S(=O)(=O)N2CCN(C(=O)NC3CCCCC3)CC2)cc1OC | 34% | -8 | 2% | -15% | -3% | -4% | ? | -2% | 1%
CN(C(=S)NC(=O)CCCOc1ccc(Cl)cc1Cl)c1ccccc1 | -34% | -1 | -26% | nt | ? | -4% | 1% | -3% | ?
CCOC(=O)C1=C(COC(=O)c2cccc(NC(C)=O)c2)NC(=O)NC1C (centres undefined) | -4% | -10 | nt | -1% | nt | -16% | 44%[activator] | -3% | -13%
CCN(CC)S(=O)(=O)c1ccc(N(C)C)c(NC(=O)C2CCCC2)c1 | 37%[11.4 µM] | -2 | 1% | -1% | 3% | -9% | 2% | -16% | 0%
CC1=Nc2cc(C(=O)NCCCN3CCN(C)CC3)ccc2Sc2ccc(C)cc21 | -25% | 0 | 2% | -2% | 3% | 10% | 2% | -10% | -2%
COc1ccc(NC(=O)C2C3C=CC(C3)C2C(=O)O)cc1 (centres undefined) | 23%[11.4 µM] | 0 | 19% | -2% | -22% | -9% | -3% | 15% | 26%
CC(C)C[C@H](NC(=O)N1CCCCCC1)C(=O)O | 23% | -4 | -7% | -1% | 2% | -6% | 0% | -1% | -22%
COc1cc(OC)cc(-c2nnc(SCc3cccc(C(=O)O)c3)o2)c1 | 20% | -8 | 3% | -1% | -3% | -5% | -8% | -7% | -5%

Screening results (PubChem BioAssay)
